Screening data from PubChem BioAssay.
ELG1 repair inh: ELG1-dependent DNA repair inhibition | HEK293T ELG1-luciferase reporter, luminescence, 16 h; DNA damage induced by 5-fluorouridine | 330,000 compounds, 2.3% hits | Potency, µM (doses to about 46.1 µM), without a hit: at the highest dose activity change, negative = inhibition, most hits filed as inhibitors; also: potency is read from the fitted curve at half-maximal effect; % is scaled to controls: 0 for no effect and ±100 for the full control effect; nearly all actives have a fitted effect of over 55% in size
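Quantitative HTS, concentration-response format. 2,000 cells/well co-treated with 5-fluorouridine and compound, 16 hr in 5% CO2 at 37 °C; ONE-Glo luminescence read after 30 min.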
NPC1 prom act: activators of NPC1 promoter; Potency, µM (titrated, usually from 9.22 µM), for the others: at the highest dose activation, actives largely listed as activators; Huh7 NPC1 promoter luciferase reporter, 24 h; 320,000 compounds, 2.4% hits;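 also: potency is read from the fitted curve at half-maximal effect; % of control where 0% means no effect; nearly all actives have a fitted effect of over 60% in size; reporter is driven by a mutant NPC1 promoter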
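NPC1 promoter–luciferase Huh7 cells; 24 h compound; luminescence.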
Rab9 prom act: Rab9 promoter activation. 320,000 compounds, 2.8% hits. Huh7 Rab9 promoter-luciferase reporter, luminescence, 24 h. Potency, µM (highest dose often 9.22 µM), inactives show at the highest dose activation, negative = inhibition, most hits filed as activators; also: potency is read from the fitted curve at half-maximal effect; % of control where 0% means no effect; nearly all actives have a fitted effect of over 60% in size
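Stable Rab9-luc Huh7, 1500 cells/well, 2 h settle; cmpd in DMSO, 24 h, 37 °C/5% CO2; luciferase reagent 10 min RT; luminescence.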
PKM2 activator: increases activity of human pyruvate kinase M2 | purified PKM2, Kinase-Glo ATP luminescence, activation; response scale: 0% is enzyme alone, no compound | 260,000 compounds, 0.34% hits | P14618 | Potency, µM (highest dose often 57.5 µM), for inactives: top-dose activation, hits mostly activators; also: potency is read from the fitted curve at half-maximal effect; % is scaled to controls: 0 for no effect and ±100 for the full control effect; nearly all actives have a fitted effect of over 55% in size
Target sequence (P14618 whole entry, looked up): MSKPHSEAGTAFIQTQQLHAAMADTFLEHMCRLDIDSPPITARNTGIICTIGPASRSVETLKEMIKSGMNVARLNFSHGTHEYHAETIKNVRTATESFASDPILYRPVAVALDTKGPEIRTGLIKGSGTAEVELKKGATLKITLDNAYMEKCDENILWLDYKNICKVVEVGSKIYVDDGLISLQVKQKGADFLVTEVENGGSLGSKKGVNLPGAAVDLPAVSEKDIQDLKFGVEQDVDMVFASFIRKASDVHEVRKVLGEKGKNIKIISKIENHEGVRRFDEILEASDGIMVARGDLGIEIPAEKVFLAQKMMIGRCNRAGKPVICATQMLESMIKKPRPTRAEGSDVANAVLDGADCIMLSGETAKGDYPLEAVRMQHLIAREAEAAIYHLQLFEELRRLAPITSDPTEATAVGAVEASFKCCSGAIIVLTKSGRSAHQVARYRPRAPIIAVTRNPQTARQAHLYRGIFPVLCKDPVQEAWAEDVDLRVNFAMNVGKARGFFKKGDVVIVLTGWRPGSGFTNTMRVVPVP
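ATP formation by purified human PK-M2, quantified via coupled luciferase luminescence after 1 h at room temperature with 0.1 mM ADP and 0.5 mM PEP final.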
MBNL1-CUG inh: inhibitors of human MBNL1 binding to CUG repeat RNA | 280,000 compounds, 0.036% hits | Q9NR56 | TR-FRET MBNL1-His/biotin-(CUG)12 binding, 665/545 ratio | Potency, µM (top dose mostly 57.5 µM), for the others: at the highest dose activity change, negative = inhibition, most hits filed as inhibitors | AID 2675; active = well fitted inhibition curve with a large enough effect in the signal ratio, with a control signal flat, not every such curve was filed as active; inconclusive = small, poorly fitted or top-dose-only effect, or effect the other way, or a change in a side signal; inactive = no such curve, though single readings can be large or run the other way; the % refers to the signal ratio; also: potency is read from the fitted curve at half-maximal effect; % is scaled to controls: 0 for no effect and ±100 for the full control effect
Target sequence (Q9NR56 whole entry, looked up): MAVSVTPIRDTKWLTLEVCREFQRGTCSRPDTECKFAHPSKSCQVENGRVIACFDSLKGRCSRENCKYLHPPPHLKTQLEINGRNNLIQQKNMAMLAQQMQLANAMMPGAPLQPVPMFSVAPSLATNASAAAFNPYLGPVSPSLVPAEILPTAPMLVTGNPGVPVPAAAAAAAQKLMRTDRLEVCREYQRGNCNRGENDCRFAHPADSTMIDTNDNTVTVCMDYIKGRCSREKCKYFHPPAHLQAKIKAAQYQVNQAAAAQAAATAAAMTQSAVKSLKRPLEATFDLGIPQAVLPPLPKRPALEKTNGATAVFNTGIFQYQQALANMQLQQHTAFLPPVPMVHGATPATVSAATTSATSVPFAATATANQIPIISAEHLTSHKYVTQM
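TR-FRET readout: Ex 340 nm, 665/545 nm emission ratio, normalized to buffer-only (basal) and MBNL1-(CUG)12 controls. Complex of MBNL1-His with Biotin-(CUG)12, compounds 92 nM–58 uM, incubated 60 min at room temperature.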
VP16 counter: Gal4-VP16 reporter inhibition counter-screen; Drosophila S2 Gal4-VP16 UAS-luciferase, luminescence, 20 h; Potency, µM (titrated, usually from 53.6 µM), inactives show at the highest dose activity, negative = inhibition, usual class: inhibitors; 310,000 compounds, 3.5% hits; AID 2546;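 also: Gal4-VP16 expression switched on by copper sulfate through the metallothionein promoter; potency is read from the fitted curve at half-maximal effect; % is scaled to controls: 0 for no effect and ±100 for the full control effect; nearly all actives have a fitted effect of over 50% in size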
Menin MLL FP TR: displaces Texas Red mutant MLL peptide from human menin. O00255. Menin + Texas Red MLL mutant peptide, fluorescence polarization. Potency, µM (series often up to 61.6 µM), without a hit: at the highest dose FP activity change, negative = inhibition, hits mostly inhibitors. 270,000 compounds, 0.23% hits; active = well fitted inhibition curve with a large enough effect in the polarisation, with a control signal flat, not every such curve was filed as active; inconclusive = small, poorly fitted or top-dose-only effect, or effect the other way, or a change in a side signal; inactive = no such curve, though single readings can be large or run the other way; the % refers to the polarisation; also: potency is read from the fitted curve at half-maximal effect; % of control where 0% means no effect; many of its hits are not listed in these tables
RORg inh: inhibitors of mouse ROR gamma transcriptional activity. Drosophila S2 Gal4-RORgamma UAS-luciferase reporter, 20 h. Potency, µM (series often up to 53.6 µM), for inactives: at the highest dose activity change, negative = inhibition, actives largely listed as inhibitors. AID 2551. 310,000 compounds, 5.4% hits; also: potency is read from the fitted curve at half-maximal effect; % is scaled to controls: 0 for no effect and ±100 for the full control effect; nearly all actives have a fitted effect of over 60% in size
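Luminescence from a UAS-regulated Photinus luciferase reporter in stably transfected Drosophila Schneider cells is measured; decreased signal marks ROR gamma inhibition. Fusion expression is induced by 700 uM copper sulfate for 20 hr.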
Mito fusion yeast: inhibitors of mitochondrial division or activators of mitochondrial fusion; S. cerevisiae fusion-defective mutant growth rescue, CellTiterGlo 48 h; Potency, µM (highest dose often 46.1 µM), inactives show at the top dose growth rescue (activation), actives largely listed as activators; 320,000 compounds, 0.23% hits; AID 485298;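 also: potency is read from the fitted curve at half-maximal effect; % of control where 0% means no effect; nearly all actives have a fitted effect of over 45% in size; temperature-sensitive fusion mutants such as fzo1-1 at 37 °C on non-fermentable ethanol glycerol medium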
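Read-out: ATP-based luminescence (CellTiterGlo, 10 min ambient) reporting growth of fusion-defective ts yeast after 48 hours at 37C on glycerol/ethanol YPEG medium in the presence of compound.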
KCNH2 3.1 block: blocks the human KCNH2 3.1 channel isoform; U2OS KCNH2 3.1, thallium flux FluxOr; active compounds read low; activity change, % (tested at about 1.8 µM); 340,000 compounds, 0.95% hits; AID 720553;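 active = maximum activity change below -70%; inconclusive = maximum activity change from -70% to -50%; inactive = maximum activity change above -50%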;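 also: thallium influx rate constant from kinetic fluorescence after stimulation buffer; % is scaled to controls: 0 for no effect and ±100 for the full control effect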
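Kinetic fluorescence (2 min after stimulation buffer) measures Tl+ influx through KCNH2 3.1 expressed by viral transduction in U2OS cells; the rate constant is normalized against DMSO controls serving as positive and negative references.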
FLuc modulator: counter-screen for miR-21 project: firefly luciferase inhibitors or activators | Potency, µM (titrated, usually from 57.5 µM), for the others: at the top dose activity change, negative = inhibition, usual class: inhibitors | purified FLuc, Km substrates, luminescence inhibition | AID 588342 | P08659 | 360,000 compounds, 6.9% hits;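 also: potency is read from the fitted curve at half-maximal effect; plate controls were vehicle for no effect and reference inhibitor for full effect; nearly all actives have a fitted effect of over 55% in size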
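Purified P. pyralis luciferase (10nM final) with 10uM D-luciferin and 10uM ATP (Km levels) in 50mM Tris acetate pH 7.5, 10mM Mg acetate, 0.01% Tween-20, 0.05% BSA; qHTS 6-point titration, ~60 µM downward; luminescence read.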
Numbers without * were called inactive; ? = inconclusive; · = not tested or not shown; [ ] = remark or other dose. Unless noted, calls follow the shape of the dose curve; as a rule, active = well fitted curve in the direction sought with a large enough effect; inconclusive = small, poorly fitted or top-dose-only effect, or another doubt; inactive = no such curve, though single readings can be large; an effect the other way counts as inactive or inconclusive.

SMILES | ELG1 repair inh | NPC1 prom act | Rab9 prom act | PKM2 activator | MBNL1-CUG inh | VP16 counter | Menin MLL FP TR | RORg inh | Mito fusion yeast | KCNH2 3.1 block | FLuc modulator
Cc1cccnc1NC(=O)C1CCCN1S(=O)(=O)c1ccc(Cl)cc1 (stereo not given) | 0% | 1% | -2% | -6% | 2% | -11% | · | 0% | 1% | 2 | -3%
COc1ccccc1CNC(=O)COC(=O)Cc1c(Cl)cccc1Cl | 0% | -1% | -5% | 2% | -9% | -5% | -19% | 14% | 4% | -6 | 1%
Cc1cc(C(=O)NN)c(Cl)cc1Cl | 7% | -2% | -4% | 1% | 0% | 3% | · | -38% | -1% | -3 | 2%
O=C(CN1CCCCC1)Nc1nc(-c2ccccc2)cs1 | ? | ? | 22% | · | 2% | ? | -13% | -33% | -5% | 3 | 21µM*
CCOC(=O)Cc1csc(/C(=N/O)C(N)=O)n1 | 19% | 0% | -1% | -1% | 8% | -7% | ? | -10% | -1% | -13 | 10%
C=CCn1c(C(CC)CC)nc2ccccc21 | ? | -2% | -11% | 0% | -9% | -14% | · | 6.3µM* | -6% | 1 | -2%
CCOC(=O)c1ccccc1OCc1cc(/C=N/NC(=O)c2ccncc2)ccc1OC | ? | -3% | -4% | 3% | 9% | -2% | · | ? | 1% | -4 | 3%
CCc1ccc(NC(=O)CC2C(=O)N(c3cccc(OC)c3)C(=O)N2CCOC)cc1 (stereo not given) | 3% | -1% | -1% | 2% | 1% | · | 6% | · | 2% | -16 | 3%
Cc1ccccc1-n1c(SCC(=O)Nc2ccccc2Cl)nc2n[nH]c(C)c2c1=N | -3% | -5% | -2% | · | -1% | -8% | 26% | 30% | 11µM* | -9 | 3%
C=CCNC(=O)/C(=C\c1ccc(OC)cc1)NC(=O)c1ccc([N+](=O)[O-])cc1 | 3% | 0% | 0% | -17% | ? | -2% | 13% | 6% | 5% | -37 | -2%
C[C@@H](NC(=O)c1nc[nH]c1C(=O)NCc1ccc(CNC(=O)OC(C)(C)C)cc1)c1ccccc1 | ? | -4% | -3% | · | · | · | · | · | -25% | · | -1%
COc1ccc(C2/C=C\CN(S(=O)(=O)c3ccc(C)cc3)[C@H](Cc3ccccc3)C(=O)N2Cc2ccc(F)cc2)cc1 (stereo not given in full) | 8% | -8% | -9% | -1% | 10% | 3% | · | -44% | -2% | -18 | -1%
CCCCCCOc1ccc(/C=N/NC(=O)C2CC2)cc1 | 5% | -1% | 4% | -8% | 3% | 13% | · | -4% | 1% | 4 | -3%
Cc1ccccc1CNC(=O)C1CCCN(c2nnc(C)c3c(C)n(-c4ccccc4)nc23)C1 (stereo not given) | ? | -3% | -4% | 2% | 85%[activator] | ? | ? | -17% | 6% | -71* | -2%
c1ccc(CCn2nnnc2CN2CCN(C3CCCC3)CC2)cc1 | -8% | 5% | -4% | -11% | 0% | 0% | -12% | -21% | -2% | 3 | 0%
Cc1noc(NS(=O)(=O)c2ccc(NC(=O)CSc3nc4c(cc3C#N)CCCCC4)cc2)c1C | 26% | 0% | 3% | -6% | -14% | 6% | ? | 38% | 3% | 12 | -10%
COc1ccccc1N1CCN(C(=O)Oc2ccccc2)CC1 | ? | 2% | -2% | 1% | 0% | 13% | · | 0% | 4% | 7 | -1%
CC(c1ccon1)N(C)Cc1c(C(=O)N(C)Cc2ccccc2)nc2ccccn12 (stereo not given) | -1% | -2% | -3% | -5% | -1% | 2% | -7% | 16% | 4% | 9 | 0%
COc1ccc(-c2oc3ncn4nc(Cc5ccccc5)nc4c3c2-c2ccc(OC)cc2)cc1 | 1% | 2% | -4% | -5% | 1% | -3% | -2% | 0% | 0% | 11 | 1%
CCOc1ccc(OCC)c(NC(=O)C2CCN(c3nn4c(=O)cc(C)nc4s3)CC2)c1 | -24% | -2% | 6% | -2% | -3% | -3% | 4% | -1% | 0% | 2 | 0%
O=C(NCc1ccco1)c1ccc(NC(=O)C2COc3ccccc3O2)cc1 (stereo not given) | ? | -1% | -8% | 0% | -6% | 14% | 39%[activator] | 22% | -11% | -15 | -3%
COC(=O)c1sc(N2CCN(Cc3ccccc3)CC2)nc1N | 19% | 25% | 0% | · | -9% | -4% | -13% | ? | 0% | 12 | ?
Cc1cc(=O)[nH]c(Nc2cccc(Cl)c2C)n1 | -17% | -2% | -5% | · | -9% | 0% | 7% | 24% | -4% | 15 | 1%
O=C(Cn1c(=O)c2c3c(sc2n(Cc2ccccc2)c1=O)CCCC3)NCCO | 2% | -9% | 0%[1.84 µM] | · | -14% | -12% | · | 45% | -7% | 16 | -2%
CC(=O)c1cccc(NC(=O)C2C3C=CC(C4CC34)C2C(=O)O)c1 (stereo not given) | 5% | 6% | -4% | -1% | -7% | -3%[0.365 µM] | -11% | ? | -2% | 1 | -1%
CN(C)CCNC(=O)/C(=C/c1ccc(-c2cccc([N+](=O)[O-])c2)o1)NC(=O)c1ccccc1 | -15% | -5% | -3% | 1% | ? | 1% | -9% | 33% | 3% | -6 | 2%
CCCc1cc(NCCCN(C)C)n2c(nc3ccccc32)c1C#N | 14% | 0% | -1%[1.84 µM] | · | 4% | 4% | -11% | -10% | 3% | -3 | 1%
CCOc1cc(C(=O)N[C@@H](C)C(=O)N2CCC3(CC2)NCCc2[nH]cnc23)cc(OCC)c1OCC | 19% | -1% | 3% | · | -5% | -4% | -17% | 12% | 5% | -12 | 0%
COc1ccc(CC(=O)Nc2ccc(/C(C)=N/NC(=O)c3cccc([N+](=O)[O-])c3)cc2)cc1 | 20% | 0% | -7% | 0% | 12% | -14% | 32%[activator] | 9% | -7% | -10 | 2%
CN(C(=O)CSc1nnc(Nc2ccccc2)s1)C1CCS(=O)(=O)C1 (stereo not given) | -16% | -1% | 6% | · | 1% | -1% | 1% | 17% | -1% | 18 | 17µM*
COC(=O)c1ccccc1NC(=O)CNc1cc(OC)c(OC)cc1C | ? | -21% | -30% | -2% | -5% | ? | -1% | 0% | -5% | -5 | 1%
CC1CCCN(Cc2nc3c(c(=O)n(C)c(=O)n3C)n2CCc2ccccc2)C1 (stereo not given) | ? | 0% | -6% | 3% | 5% | -5% | 4% | 10% | -1% | -3 | 2%
Cc1cccc(C(=O)Nc2nnc(S(=O)(=O)N3CCC(C)CC3)s2)c1 | -4% | 0% | -3% | · | 86%[activator] | -12% | · | -38% | 4% | 5 | 1%
COc1cccc(-n2nc(-c3ccnn3-c3cccc(Cl)c3)c(=O)n(C)c2=O)c1 | -3% | -3% | -5% | 0% | 17% | 6% | · | -2% | 3% | -5 | 2%

This is a subset (hit frequency here may not be typical).
